Compound activity as filed in PubChem.
HSF-1 act = increases HSF-1 driven luciferase reporter signal. activation, % at 9 µM. hit rate 1.7% among 300,000. AID 504408. NIH3T3-HGL HSF-1 luciferase reporter, MG132, 8 h; 100% = twice DMSO control signal;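 active means mean replicate activation of at least 50% with a set share of replicates each reaching 50%; inconclusive means only one of those two conditions met; inactive means mean below 50% and too few replicates reaching it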;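 further: 0% = median of the neutral control wells and 100% = twice that signal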
HSF1 inhib = HSF1 inhibition; NIH3T3-HGL HSE-luciferase, MG132-induced, luminescence 8 h; active compounds read low; activity change, negative = inhibition, % at 7.5 µM (by protocol); hit rate 0.77% among 300,000;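 active means more than half of replicate wells show activity change below -50%, luminescence cut by over half; inconclusive means some wells, but at most half, below -50%; inactive means no replicate well below -50%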;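 further: luciferase reports HSF-1 transcriptional activity via heat shock element; 0% = median of DMSO wells and -100% = zero luminescence signal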
Platelet DG rel = platelet dense granule release activity | human platelet-rich plasma, SFLLRN dense granule ATP release, luminescence | inhibition, %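 (compounds screened at 7.5 µM in platelet-rich plasma)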 | hit rate 0.22% among 300,000 | AID 1663;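 active means mean replicate score, as percent of positive control, at or above 50; inconclusive means mean below 50 but at least one replicate at or above 50; inactive means mean and every replicate below 50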
aSyn UTR inh = MLPCN primary screen, SNCA 5' untranslated region | AID 1813 | hit rate 0.82% among 300,000 | inhibition, % (tested at 7.5 µM) | alpha-synuclein 5'UTR reporter, inhibitor activity; in the data active means inhibition above about 60%; inconclusive means no clear call, values can overlap the other calls;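 further: H4 neuroglioblastoma cells stably carrying SNCA 5'UTR luciferase fusion; 0% = DMSO wells and 100% = positive control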
DYRK1A inh = inhibitors of rat Dyrk1A kinase | hit rate 0.43% among 310,000 | ADP-Glo luminescence, NFATc1 peptide | inhibition, % at 12.5 µM | Q63470; in the data active means inhibition above about 50%;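 further: plate controls were vehicle with enzyme for no effect and no enzyme for full effect; many of its hits are not listed in these tables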
GSK3beta inhib = blocks human GSK3beta kinase activity. P49841. hit rate 0.038% among 300,000. AID 2097. GST-GSK3beta kinase, ADP-Glo luminescence, 60 min; active compounds read low. activity score (negative = inhibition), % at 10 µM;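 active means more than half of replicate wells score below -50%, meaning over 50% inhibition versus plate controls; inconclusive means some replicates but at most half score below -50%; inactive means no replicate scores below -50%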;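 further: 0% = median DMSO wells and -100% = median GW8510 positive control wells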
Target sequence (P49841 whole entry, looked up): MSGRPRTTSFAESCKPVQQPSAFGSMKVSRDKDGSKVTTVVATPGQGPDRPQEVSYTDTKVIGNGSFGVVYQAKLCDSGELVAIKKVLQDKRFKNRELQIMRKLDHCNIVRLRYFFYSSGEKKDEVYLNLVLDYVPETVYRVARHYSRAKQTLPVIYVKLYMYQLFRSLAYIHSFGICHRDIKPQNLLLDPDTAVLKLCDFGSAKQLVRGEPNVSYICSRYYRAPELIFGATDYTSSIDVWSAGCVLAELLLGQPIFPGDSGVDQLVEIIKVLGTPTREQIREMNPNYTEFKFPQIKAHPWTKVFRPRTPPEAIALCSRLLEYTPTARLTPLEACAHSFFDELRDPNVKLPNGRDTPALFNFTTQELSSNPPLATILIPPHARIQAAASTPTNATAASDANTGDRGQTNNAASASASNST
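Assay system: GST-tagged human GSK3beta kinase, cell-free; Input: 1.6 ng GSK3beta; Medium: Tris/MgCl2 kinase buffer; Timing: 60 min enzyme reaction, room temperature; Signal: ADP-Glo luminescence quantifying ADP generated by kinase; Evaluation: score relative to plate controls; Benchmarks: DMSO neutral wells and GW8510 at 20 µM as positive.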
IEC-6 tox = counter-screen for KLF5 inhibitors: cytotoxicity in IEC-6 cells; inhibition, % at 5 µM; IEC-6 cytotoxicity, luminescence viability; hit rate 0.78% among 290,000; in the data active means inhibition above about 22%;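 further: 0% = plate median of test compound wells and 100% = cytotoxic reference compound wells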
HSP90 refold inh = HSP90 refolding inhibition in rabbit reticulocyte lysate. inhibition, % at 5.6 µM. luciferase refolding luminescence, 3 h. AID 1789. hit rate 0.91% among 290,000;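 active means inhibition above the screen-wide mean plus 3 SD, computed separately per campaign, cut at about 16% in these data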;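 further: 0% = DMSO wells and 100% = 60 µM geldanamycin wells; inhibitors lower the luminescence because luciferase stays unfolded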
KLF5 inhibitor = kruppel-like factor 5 inhibition; DLD-1 KLF5 promoter-luciferase reporter, luminescence; inhibition, % at 5 µM; hit rate 0.23% among 290,000; AID 1700;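 active means inhibition above a per-plate limit of that plate's mean compound inhibition plus 3 SD, cut at about 60% in these data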;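 further: 0% = DMSO wells and 100% = LY294002 at 200 µM; higher means less KLF5 promoter-driven luciferase light; inactives centre near -14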
GSK3 alpha inh = inhibitors of human GSK-3 alpha kinase; P49840; ADP-Glo luminescence, 60 min; inhibition, % at 10 µM; hit rate 0.1% among 320,000; AID 2650;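 in the data active means inhibition above about 50%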;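 further: GST-tagged GSK-3 alpha with peptide substrate and 25 µM ATP; 0% = DMSO neutral wells and 100% = GW8510 positive control wells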
Target sequence (P49840 whole entry, looked up): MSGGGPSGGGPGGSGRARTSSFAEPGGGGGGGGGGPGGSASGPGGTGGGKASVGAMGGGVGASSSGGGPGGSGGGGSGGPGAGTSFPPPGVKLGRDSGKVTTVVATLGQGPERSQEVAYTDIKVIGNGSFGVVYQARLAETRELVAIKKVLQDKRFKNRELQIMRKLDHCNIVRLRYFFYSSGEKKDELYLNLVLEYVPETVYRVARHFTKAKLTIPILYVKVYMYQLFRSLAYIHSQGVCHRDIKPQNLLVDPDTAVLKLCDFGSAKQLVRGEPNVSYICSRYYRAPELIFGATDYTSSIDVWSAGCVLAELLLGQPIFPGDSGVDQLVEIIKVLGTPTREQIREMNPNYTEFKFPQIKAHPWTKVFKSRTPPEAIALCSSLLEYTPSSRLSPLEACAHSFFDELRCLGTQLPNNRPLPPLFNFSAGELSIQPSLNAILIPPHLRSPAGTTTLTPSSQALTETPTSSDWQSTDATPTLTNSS
* = called active by the depositor. The list is partial; rates above refer to the full screens.

O=C(COc1ccc(S(=O)(=O)Nc2ccccc2)cc1)NCc1cccnc1 was read as HSF-1 act 1, HSF1 inhib 4, Platelet DG rel 8, aSyn UTR inh 6, DYRK1A inh -2, GSK3beta inhib -1, IEC-6 tox -5, HSP90 refold inh 3, KLF5 inhibitor -6 and GSK3 alpha inh -3.
Screening O=C(O)c1cccc(-c2nc3ccccc3[nH]2)c1 returned HSF-1 act -38, HSF1 inhib -29, Platelet DG rel 9, aSyn UTR inh 27, DYRK1A inh 2, GSK3beta inhib -8, IEC-6 tox 0, HSP90 refold inh 73*, KLF5 inhibitor 47 and GSK3 alpha inh 2.
For COc1ccc(C(=O)NCC(=O)OCC(=O)Nc2cc([N+](=O)[O-])ccc2F)cc1 the results were HSF-1 act -5, HSF1 inhib 2, Platelet DG rel 2, aSyn UTR inh -18, DYRK1A inh -5, GSK3beta inhib 0, IEC-6 tox -2, HSP90 refold inh -1, KLF5 inhibitor -16 and GSK3 alpha inh 0.
For Cc1sc2c(c1C)c(=O)n(-c1ccccc1)c1nnc(C)n21 the results were HSF-1 act -10, HSF1 inhib 0, Platelet DG rel -12, aSyn UTR inh -21, DYRK1A inh 5, GSK3beta inhib 2, IEC-6 tox 7, HSP90 refold inh -3, KLF5 inhibitor -24 and GSK3 alpha inh -7.
Screening COC(=O)c1ccc(C23CC4(C2)[C@H](CN(C)[C@@H]4c2ccccc2)C3c2ccc(Cl)nc2)cc1 (stereo partly drawn) returned HSF-1 act -1, HSF1 inhib 7, Platelet DG rel 3, aSyn UTR inh -20, DYRK1A inh 5, GSK3beta inhib -1 and GSK3 alpha inh -2.
Screening Cc1cc(C)c(C)c(S(=O)(=O)NCC(=O)O)c1C returned HSF-1 act -43, HSF1 inhib -24, Platelet DG rel -7, aSyn UTR inh 8, DYRK1A inh -9, GSK3beta inhib 2, IEC-6 tox 0, HSP90 refold inh -7, KLF5 inhibitor -16 and GSK3 alpha inh 0.
For CCN(c1ccccc1)S(=O)(=O)c1ccc(Oc2ccc([N+](=O)[O-])cc2)nc1 the results were HSF-1 act -3, HSF1 inhib 7, Platelet DG rel 7, aSyn UTR inh 2, DYRK1A inh 10, GSK3beta inhib 5 and GSK3 alpha inh 6.
Cc1ccc(Nc2c([N+](=O)[O-])c(=O)n(C)c3ccccc23)cc1C was read as HSF-1 act -3, HSF1 inhib -7, Platelet DG rel -4, aSyn UTR inh -52, DYRK1A inh 3, GSK3beta inhib 0, IEC-6 tox 4, HSP90 refold inh 2, KLF5 inhibitor -5 and GSK3 alpha inh 0.
For CCCCN(CC)CCNC(=O)Cn1cnc2sc(C)c(S(=O)(=O)N3CCC(C)CC3)c2c1=O the results were HSF-1 act -7, HSF1 inhib -5, Platelet DG rel -1, aSyn UTR inh 6, DYRK1A inh 1, IEC-6 tox 1, HSP90 refold inh 0, KLF5 inhibitor -35 and GSK3 alpha inh -1.
`Cc1c2n(c3ccccc13)CCN(C)C2` gave HSF-1 act -9, HSF1 inhib 4, Platelet DG rel -1, aSyn UTR inh 9, DYRK1A inh -2, GSK3beta inhib -4 and GSK3 alpha inh -1.

An excerpt from above in order of SMILES length, falling.
For COc1ccc(C(=O)NCC(=O)OCC(=O)Nc2cc([N+](=O)[O-])ccc2F)cc1 the results were HSF-1 act -5, HSF1 inhib 2, Platelet DG rel 2, aSyn UTR inh -18, DYRK1A inh -5, GSK3beta inhib 0, IEC-6 tox -2, HSP90 refold inh -1, KLF5 inhibitor -16 and GSK3 alpha inh 0.
O=C(COc1ccc(S(=O)(=O)Nc2ccccc2)cc1)NCc1cccnc1 was read as HSF-1 act 1, HSF1 inhib 4, Platelet DG rel 8, aSyn UTR inh 6, DYRK1A inh -2, GSK3beta inhib -1, IEC-6 tox -5, HSP90 refold inh 3, KLF5 inhibitor -6 and GSK3 alpha inh -3.
Screening O=C(O)c1cccc(-c2nc3ccccc3[nH]2)c1 returned HSF-1 act -38, HSF1 inhib -29, Platelet DG rel 9, aSyn UTR inh 27, DYRK1A inh 2, GSK3beta inhib -8, IEC-6 tox 0, HSP90 refold inh 73*, KLF5 inhibitor 47 and GSK3 alpha inh 2.

Carrying on.
For Fc1ccc(-n2nnc(-c3cccnc3)n2)cc1 the results were HSF-1 act 40, HSF1 inhib 18, Platelet DG rel -1, aSyn UTR inh -89, DYRK1A inh 1, GSK3beta inhib -2, IEC-6 tox 6, HSP90 refold inh 9, KLF5 inhibitor -81 and GSK3 alpha inh -3.
O=[N+]([O-])c1cccc(-c2nnc(C3CC3)o2)c1 was read as HSF-1 act 2, HSF1 inhib -8, Platelet DG rel -7, aSyn UTR inh -5, DYRK1A inh 13, GSK3beta inhib 0, IEC-6 tox -4, HSP90 refold inh 2, KLF5 inhibitor -23 and GSK3 alpha inh 0.
For Cc1cccc(NC(=O)c2ccco2)c1C the results were HSF-1 act 16, HSF1 inhib -1, Platelet DG rel 7, aSyn UTR inh -33, DYRK1A inh 4, GSK3beta inhib -2, IEC-6 tox -2, HSP90 refold inh -4, KLF5 inhibitor -32 and GSK3 alpha inh -2.
For CC(C)[C@@H](C(=O)O)N(Cc1cccc(CN([C@H](C(=O)O)C(C)C)S(C)(=O)=O)c1)S(C)(=O)=O the results were HSF-1 act -4, HSF1 inhib -8, Platelet DG rel 2, aSyn UTR inh 6, DYRK1A inh 10, GSK3beta inhib 2, IEC-6 tox -3, HSP90 refold inh 1, KLF5 inhibitor -35 and GSK3 alpha inh -2.
Screening O=C(Nc1ccccc1)c1cc(S(=O)(=O)NCc2ccncc2)ccc1Cl returned HSF-1 act -4, HSF1 inhib -2, Platelet DG rel 4, aSyn UTR inh -1, DYRK1A inh -2, GSK3beta inhib 4, IEC-6 tox -2, HSP90 refold inh 0, KLF5 inhibitor -1 and GSK3 alpha inh 3.
For COc1cc([N+](=O)[O-])ccc1-c1ccc(/C=N/NC(=O)OC(C)(C)C)o1 the results were HSF-1 act 10, HSF1 inhib 1, Platelet DG rel 0, aSyn UTR inh -14, DYRK1A inh -3, GSK3beta inhib 5, IEC-6 tox -4, HSP90 refold inh 0, KLF5 inhibitor -26 and GSK3 alpha inh -3.
CC(NC(=O)Cc1cccs1)C(c1cccs1)N1CCN(c2ccccc2)CC1 (stereo not drawn) was read as HSF-1 act 5, HSF1 inhib 2, Platelet DG rel 1, aSyn UTR inh -29, DYRK1A inh 18, GSK3beta inhib -2, IEC-6 tox -1, HSP90 refold inh 4, KLF5 inhibitor 7 and GSK3 alpha inh -4.
CCN1C(=O)C(O)(C2COC(C)(C)CC2=O)c2cc(Br)ccc21 (stereo not drawn) was read as HSF-1 act -3, HSF1 inhib -2, Platelet DG rel 3, aSyn UTR inh 6, DYRK1A inh 7, GSK3beta inhib -2, IEC-6 tox 84*, HSP90 refold inh 0, KLF5 inhibitor -5 and GSK3 alpha inh -1.
CCCOC(=O)CSc1nc(N)c(C#N)c(-c2ccco2)c1C#N was read as HSF-1 act inconclusive, HSF1 inhib 25, Platelet DG rel 8, aSyn UTR inh -26, DYRK1A inh 4, GSK3beta inhib 6, IEC-6 tox 2, HSP90 refold inh 5, KLF5 inhibitor 16 and GSK3 alpha inh 3.
`Cc1ccccc1N(CC(=O)N/N=C/c1ccc(Cl)cc1)C(=O)c1ccccc1` gave HSF-1 act 6, HSF1 inhib -5, Platelet DG rel 1, aSyn UTR inh -17, DYRK1A inh -13, GSK3beta inhib -3, IEC-6 tox -3, HSP90 refold inh 3, KLF5 inhibitor -18 and GSK3 alpha inh 0.
`COC(=O)c1c(C(=O)OC)c2ccccn2c1C(=O)c1ccc([N+](=O)[O-])cc1` gave HSF-1 act 3, HSF1 inhib -1, Platelet DG rel -1, aSyn UTR inh 7, DYRK1A inh 5, GSK3beta inhib 4, IEC-6 tox -6, HSP90 refold inh -2, KLF5 inhibitor -16 and GSK3 alpha inh 1.
`CC(C)(C)NC(=O)C(c1ccc(O)cc1)N(C(=O)CCC(=O)Nc1ccccn1)c1ccc(F)cc1` (stereo not drawn) gave HSF-1 act 0, HSF1 inhib -9, Platelet DG rel -1, aSyn UTR inh -5, DYRK1A inh -3, GSK3beta inhib -2, IEC-6 tox -4, HSP90 refold inh -1, KLF5 inhibitor -5 and GSK3 alpha inh 0.
For CC(C)c1cc(CNC(=O)CCc2nnc(CCCc3ccccc3)o2)on1 the results were HSF-1 act 26, HSF1 inhib 2, Platelet DG rel 0, aSyn UTR inh -77, DYRK1A inh 2, GSK3beta inhib 1, IEC-6 tox 1, HSP90 refold inh 8, KLF5 inhibitor -11 and GSK3 alpha inh -1.
For CC1=CCC2C(=O)N(c3cccc(C(=O)N(C)C4CCCCC4)c3)C(=O)C2C1 (stereo not drawn) the results were HSF-1 act 11, HSF1 inhib 3, Platelet DG rel -1, aSyn UTR inh 10, DYRK1A inh -11, GSK3beta inhib 3, IEC-6 tox -10, HSP90 refold inh -3, KLF5 inhibitor -6 and GSK3 alpha inh -3.
COc1cc(CN2CCNC(=O)C2CC(=O)NCCCN2CCOCC2)cc(OC)c1 (stereo not drawn) was read as HSF-1 act 11, HSF1 inhib -6, Platelet DG rel inconclusive, aSyn UTR inh 22, DYRK1A inh -4, GSK3beta inhib 1, IEC-6 tox 1, HSP90 refold inh 0, KLF5 inhibitor -32 and GSK3 alpha inh 8.
For Cc1ccc(F)c(Oc2cc(NN3CCCCC3)c([N+](=O)[O-])cc2[N+](=O)[O-])c1 the results were HSF-1 act 3, HSF1 inhib 0, Platelet DG rel -2, aSyn UTR inh 20, DYRK1A inh -3, GSK3beta inhib 0, IEC-6 tox -1, HSP90 refold inh -3, KLF5 inhibitor 8 and GSK3 alpha inh -1.
For COC(=O)c1ccc(C(C(=O)NCc2ccccc2)N(Cc2cccs2)C(=O)c2cnccn2)cc1 (stereo not drawn) the results were HSF-1 act -8, HSF1 inhib -2, Platelet DG rel 3, aSyn UTR inh -4, DYRK1A inh -7, GSK3beta inhib 0, IEC-6 tox -4, HSP90 refold inh -1, KLF5 inhibitor 2 and GSK3 alpha inh -3.
For CC1(C)CC(=O)c2c(S(C)(=O)=O)sc(Br)c2C1 the results were HSF-1 act 4, HSF1 inhib -1, Platelet DG rel -22, aSyn UTR inh -29, DYRK1A inh -5, GSK3beta inhib 0, IEC-6 tox 10, HSP90 refold inh 4, KLF5 inhibitor -11 and GSK3 alpha inh 1.
COc1ccc(C2/C(=C(/O)c3ccc4c(c3)CC(C)O4)C(=O)C(=O)N2Cc2ccncc2)cc1 (stereo not drawn) was read as HSF-1 act -3, HSF1 inhib 2, Platelet DG rel 6, aSyn UTR inh 5, GSK3beta inhib -2, IEC-6 tox -2, HSP90 refold inh -1, KLF5 inhibitor -9 and GSK3 alpha inh 2.
